# Assay outcomes: PubChem BioAssay, National Center for Advancing Translational Sciences (NCATS)
# ASM inhibitor – blocks human secretory acid sphingomyelinase; placental ASM, HMU-PC fluorogenic substrate, 60 min; Potency, µM (top dose mostly 57.5 µM), for the others: top-dose activity change, negative = inhibition, actives largely listed as inhibitors; 340,000 tested, 0.006% active; also: potency is read from the fitted curve at half-maximal effect
#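 HMU-PC0 cleavage (9 uM final) by human placental ASM, 60 min at 37 °C following 10 min compound exposure at RT; stopped at pH 10, fluorescence Ex 386/Em 447 nm.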
# Eya2 phos inh – blocks the phosphatase activity of human Eya2; O00167; recombinant Eya2, OMFP fluorescence dephosphorylation (OMFP is methylfluorescein phosphate); Potency, µM (series often up to 76.9 µM), for inactives: at the highest dose activity, negative = inhibition, most hits filed as inhibitors; 330,000 tested, 0.006% active; also: potency is read from the fitted curve at half-maximal effect; % is scaled to controls: 0 for no effect and ±100 for the full control effect
#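 Eya2 protein (added as 0.2 uM solution) was preincubated with compound for 10 min at ambient temperature in 50 mM HEPES pH 7.5, 50 mM NaCl, 5 uM MgCl2, 0.05% BSA, 1 mM DTT. OMFP (added at 50 uM) then reacted 10 min; fluorescence read at 485/525 nm.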
# TRPV1 agonist – activates the human vanilloid receptor TRPV1. activation, % at 8.33 µM. 320,000 tested, 0.19% active. TRPV1-expressing cells, Fluo-8 calcium influx, agonist mode. Q8NER1. AID 540275; in the data active = activation above about 80%; inconclusive = between about 30% and that limit; also: 0% is about no effect
#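 TRPV1-expressing cells were cultured overnight at 35.5C and loaded with Fluo-8 calcium dye for 40 to 90 min at room temperature. After a 10 s baseline, compound was added and calcium influx was read kinetically for 3 min (ex 480/em 520 nm).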
# uPA generation – blocks generation of uPA at the cell surface | cell surface uPA generation assay, qHTS | Potency, µM (titrated, usually from 38.3 µM), for inactives: at the top dose activity change, negative = inhibition, most hits filed as inhibitors | 330,000 tested, 0.31% active | AID 540303; active = well fitted inhibition curve with a large enough effect; inconclusive = small, poorly fitted or top-dose-only effect; inactive = no such curve, though single readings can be large or run the other way; tested in mouse RAW 264.7 cells; also: potency is read from the fitted curve at half-maximal effect; % is scaled to controls: 0 for no effect and ±100 for the full control effect; nearly all actives have a fitted effect of over 55% in size
# B2AR arrestin – beta2AR (human) beta-arrestin recruitment activity. P07550. beta-arrestin recruitment to beta2AR, cell-based reporter. Potency, µM (doses to about 46.1 µM), for inactives: at the highest dose activation, most hits filed as activators. 330,000 tested, 0.02% active;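 also: potency is read from the fitted curve at half-maximal effect; 0% = DMSO controls and full agonism = EC100 isoproterenol or metaproterenol; nearly all actives have a fitted effect of over 65% in size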
# Target sequence (P07550 whole entry, looked up): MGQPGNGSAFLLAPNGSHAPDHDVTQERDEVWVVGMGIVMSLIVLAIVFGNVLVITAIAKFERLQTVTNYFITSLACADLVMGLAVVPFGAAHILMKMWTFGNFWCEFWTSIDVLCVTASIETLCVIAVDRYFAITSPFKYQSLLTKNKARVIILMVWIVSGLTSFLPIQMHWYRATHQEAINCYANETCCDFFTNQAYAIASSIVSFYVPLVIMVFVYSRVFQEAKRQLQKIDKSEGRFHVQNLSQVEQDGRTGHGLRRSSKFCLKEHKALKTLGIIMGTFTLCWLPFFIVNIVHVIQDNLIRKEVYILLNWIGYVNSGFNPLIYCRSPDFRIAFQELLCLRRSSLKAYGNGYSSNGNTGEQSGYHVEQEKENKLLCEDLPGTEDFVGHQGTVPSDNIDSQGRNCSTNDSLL
# p53 reactivation – re-activators of mutant p53. 320,000 tested, 0.063% active. H1299 p53-A138V BP100-luciferase reporter, luminescence, 24 h. Potency, µM (series often up to 92.2 µM), for the others: top-dose activity change, positive = activation, most hits filed as activators; also: potency is read from the fitted curve at half-maximal effect; % of control where 0% means no effect; nearly all actives have a fitted effect of over 45% in size
#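 H1299 (p53-null), stable ts p53-A138V + BP100-Luc; 1000 cells/well, Opti-MEM/10% FBS; cpd 4 pt, 1:5; 24 h, 37 deg C, 5% CO2; detection reagent 10 min RT; luminescence.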
# PTAP TSG101 blk – blocks PTAP/TSG101 interaction to inhibit HIV-1 budding | 340,000 tested, under 10 active | Potency, µM (top dose mostly 115 µM), for the others: at the top dose activity change, negative = inhibition, actives largely listed as inhibitors | Fluorescence polarization, FITC-PTAP peptide / Tsg101 binding | AID 493005; active = well fitted inhibition curve with a large enough effect in the main read-out, with a control signal flat, not every such curve was filed as active; inconclusive = small, poorly fitted or top-dose-only effect, or effect the other way, or a change in a side signal; inactive = no such curve, though single readings can be large or run the other way; also: potency is read from the fitted curve at half-maximal effect; % of control where 0% means no effect
# Target sequence (Q99816 whole entry, looked up): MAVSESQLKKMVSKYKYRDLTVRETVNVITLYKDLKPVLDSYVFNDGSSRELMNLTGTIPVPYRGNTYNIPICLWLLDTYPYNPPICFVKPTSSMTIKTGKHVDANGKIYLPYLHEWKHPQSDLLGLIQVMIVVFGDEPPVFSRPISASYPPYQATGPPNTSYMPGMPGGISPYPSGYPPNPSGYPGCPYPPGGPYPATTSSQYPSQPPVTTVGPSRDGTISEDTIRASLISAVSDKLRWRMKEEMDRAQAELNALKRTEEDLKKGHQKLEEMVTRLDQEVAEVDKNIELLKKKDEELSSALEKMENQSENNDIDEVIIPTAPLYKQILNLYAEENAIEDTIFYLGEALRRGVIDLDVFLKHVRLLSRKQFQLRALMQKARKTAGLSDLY
#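 Fluorescence polarization binding of Tsg101 binding domain (10 uM final) to FITC-labeled PTAP peptide (50 nM final) in HEPES pH 7.5 buffer with NaCl, Tween 20, EDTA, TCEP. Compounds added before peptide; binding 20 min at RT.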
# BRCA1 expr act – increases BRCA1 expression | Potency, µM (titrated, usually from 46.1 µM), for the others: at the top dose activation, usual class: activators | 380,000 tested, 1.1% active | AID 624202 | MCF7-BRCA1-FFLuc reporter, luminescence, 48 h; response scale: scaled: vehicle 0%, 10 µM genistein 100%; also: potency is read from the fitted curve at half-maximal effect; nearly all actives have a fitted effect of over 80% in size; some results filed as inactive show a strong effect at the top dose
#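 Luminescence from a BRCA1-driven firefly luciferase in MCF7 cells was the read-out, taken 15 min after substrate addition following 48 h compound exposure at 37 °C. Data were normalized to a 10 microM genistein control and DMSO vehicle.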
# Integrin act MD – activators of alpha7 integrin expression for muscular dystrophy; alpha7betagal myoblasts, beta-gal FDG fluorescence, 48 h; Potency, µM (highest dose often 38.3 µM), for inactives: top-dose activation, hits mostly activators; 350,000 tested, 0.064% active; AID 624291;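 also: potency is read from the fitted curve at half-maximal effect; 100% = response of the positive control SU9516; nearly all actives have a fitted effect of over 60% in size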
#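 alpha7betagal+/- myoblasts (passage 13, 250/well) treated 48 h at 37C with compounds at 1:260 dilution of DMSO stock. Lysed, then beta-galactosidase activity read as FDG fluorescence (ex 480/em 540) after 30 min, with pre-read for autofluorescence.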
# USP2a block – inhibitors of human ubiquitin-specific protease USP2a | O75604 | USP2 core, Ub-CHOP2 coupled fluorogenic reporter, 485/531 | Potency, µM (highest dose often 38.3 µM), for inactives: at the highest dose activity change, negative = inhibition, hits mostly inhibitors | 330,000 tested, 0.01% active | AID 463254;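 also: potency is read from the fitted curve at half-maximal effect; plate controls were DMSO wells for no effect and full inhibition by NEM control for full effect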
#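 Deubiquitinase activity read as fluorescence (485/531 nm) after Ub-CHOP2 cleavage activates the enterokinase reporter on its substrate; USP2 core 10nM, Ub-CHOP2 and substrate 25nM each, 30min compound preincubation then 60min RT; data normalized to NEM, curves fitted.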
# ELG1 genotox – genotoxicity induction in ELG1-luciferase HEK293T cells. HEK293T ELG1-luciferase reporter, luminescence, 16 h. Potency, µM (doses to about 46 µM), without a hit: at the highest dose activity change, positive = activation, actives largely listed as activators. 330,000 tested, 1.3% active. AID 504466; also: potency is read from the fitted curve at half-maximal effect; % of control where 0% means no effect; nearly all actives have a fitted effect of over 60% in size
#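 Reporter readout depends on ELG1 protein level, which increases with genetic stress. After 16 hr compound exposure at 37 °C, luciferase activity was quantified using ONE-Glo.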
# * = called active by the depositor; u = inconclusive; x = no result given; [ ] = remark or other dose. Unless noted, calls follow the shape of the dose curve; as a rule, active = well fitted curve in the direction sought with a large enough effect; inconclusive = small, poorly fitted or top-dose-only effect, or another doubt; inactive = no such curve, though single readings can be large; an effect the other way counts as inactive or inconclusive.
smiles	ASM inhibitor	Eya2 phos inh	TRPV1 agonist	uPA generation	B2AR arrestin	p53 reactivation	PTAP TSG101 blk	BRCA1 expr act	Integrin act MD	USP2a block	ELG1 genotox
CC(C)C(NC(=O)c1cccc(S(=O)(=O)N2CCOCC2)c1)C(=O)NCc1ccc(Cl)cc1 (centres undefined)	2%	13%	2	u	0.1%	-13%	-1%	5%	-5%	0%	0%
O=C(Cn1nnc(-c2cccc(C(F)(F)F)c2)n1)N1CCOCC1	4%	0%	4	x	-0.1%	-4%	-7%	12%	-6%[7.66 µM]	4%	4%
CC(=O)C1=C(O)C(=O)N(c2ccc(S(N)(=O)=O)cc2)C1c1ccccc1F (centres undefined)	3%	-5%	0	-7%	0.2%	-2%	-1%	-4%	11%	1%	0%
O=S(=O)(NC1CC2CCC1C2)c1ccc2c(c1)OCCO2 (centres undefined)	2%	11%	1	1%	0.1%	3%	2%	19%	21%	-2%	-4%
CC(C)(C)OC(=O)[C@H](CCCCN)NC(=O)c1nc[nH]c1C(=O)NCCCCCN	3%	8%	0	17%	0.3%	0%	-2%	0%	0%	0%	-8%
O=C(COC(=O)/C=C/c1ccc2c(c1)OCO2)NCc1ccccc1	6%	-9%	10	u	0.1%	10%	-2%	8%	-4%	0%	0%
COC(=O)c1ccccc1NC(=O)CN1CCCCCC1	1%	-5%	9	18%	0.3%	15%	0%	0%	-1%	0%	0%
NC(=O)CSc1nc2cc(S(=O)(=O)N3CCOCC3)ccc2o1	3%	-12%	x	-1%	0.1%	0%	-2%	3%	-43%	-2%	-1%
O=C(Cn1ncc2c(=O)oc3ccccc3c21)NCCc1ccsc1	-4%	11%	1	2%	0.4%	-4%	-5%	14%	14%	2%	-2%
CCOc1ccc2nc(NC(=O)Cn3cnc4c3c(=O)n(C)c(=O)n4C)sc2c1	0%	2%	0	x	0.5%	0%	-7%	53%	-55%[inhibitor]	1%	8%
c1ccc(COc2cccc(CNn3cnnc3)c2)cc1	5%	9%	1	0%	0.3%	3%	-6%	-13%	24%	1%	0%
O=C(NC1CCCC1)C(c1ccsc1)N(Cc1ccco1)C(=O)Cc1cccs1 (centres undefined)	2%	-11%	16	2%	0.2%	4%	-5%	-37%	-4%	1%	-7%
C/C(=C1/SC(N2CCOCC2)=NC1=O)c1ccc(Br)cc1	1%	0%[15.4 µM]	23	-3%	0.2%	6%	0%	-10%	-1%	3%	5%
Cc1nc(C(=O)N2CCCC(C(=O)c3ccc(Cl)cc3)C2)cs1 (centres undefined)	-2%	-24%	11	-7%	-0.1%	-5%	0%	-2%	22%	0%	0%
CCOc1cc(CNc2ncnc3nc[nH]c23)ccc1OC	4%	-26%	0	1%	-0.3%	0%	-4%	0%	-11%	3%	21%
O=C(NCc1cccnc1)c1cc2nc(-c3cccs3)cc(C(F)(F)Cl)n2n1	68%[activator]	-9%	25	-3%	-0.1%	-9%	-1%	0%	-36%	-1%	-12%
COc1ccccc1Nc1nc(N)nc(-c2oc3ccccc3c2C)n1	29%	4%	2	-2%	-0.2%	3%	-3%	1%[1.84 µM]	10%	-1%	-1%
Cc1ccc(-c2nc(CS(=O)(=O)CC(=O)NCCN3CCOCC3)c(C)o2)cc1	5%	3%	-1	-4%	0.0%	-2%	-5%	6%	10%	1%	-1%
O=C(O)c1cccc(CSc2ncccn2)c1	-2%	-22%	-1	-11%	-0.2%	0%	-5%	20%	-17%	0%	8%
Cc1c(NC(=O)c2ccc(=O)oc2)c(=O)n(-c2ccccc2)n1C	0%	-18%	5	2%	0.4%	u	-8%	-36%	-3%	2%	6%
Cc1ccc(C(=O)N/N=C\c2ccc[nH]2)cn1	2%	-18%	-2	0%	-0.2%	15%	-4%	46%	-5%	1%	16%
CN1c2ccsc2/C(=N/Nc2ccccc2)CS1(=O)=O	-10%	0%	0	1%	0.4%	u	-4%	-30%	0%	1%	-2%
CC(=O)c1ccc(NC(=O)CSc2nnc(Cn3c(=O)sc4ccccc43)n2C)cc1	2%	-10%	1	1%	-1.1%	-4%	2%	-8%	-9%	3%	4%
CC(C)c1cc(C(=O)N/N=C/c2ccco2)n[nH]1	2%	4%	3	-6%	-1.2%	u	1%	u	-2%	3%	u
CCC1CCCCN1S(=O)(=O)c1ccc(NC(=O)C2CCCO2)cc1 (centres undefined)	5%	-14%	12	3%	-0.2%	-7%	-7%	9%	-2%	1%	-2%
O=C(OCC(=O)N(Cc1ccccc1)Cc1ccccc1)c1ccccc1O	-2%	-1%	8	-10%	0.3%	5%	0%	14%	0%	1%	-2%
CC(=O)Nc1ccc(NC(=O)c2ccc(COc3ccc(C)cc3)o2)cc1	-4%	6%	1	-2%	-0.7%	1%	1%	78%	2%	-1%	3%
COc1ccc(NC(=S)N(Cc2ccccn2)Cc2ccccc2Cl)cc1	4%	6%	-2	2%	3.0%	6%	-2%	1%	-1%	1%	0%
O=C(CN1C(=O)NC2(CCCC2)C1=O)Nc1nc2c(F)cc(F)cc2s1	0%	-8%	2	0%	0.3%	-2%	-2%	-34%	-22%	2%	11%
COc1cc(OC)cc(OC(=O)C2CCN(C(=O)c3ccc(Cl)cc3)CC2)c1	0%	14%	2	-7%	0.0%	3%	2%	8%	14%	-1%	4%
CC(C)n1cc(CN2CCCC(CO)(Cc3cccc(Cl)c3)C2)cn1 (centres undefined)	3%	-3%	1	1%	-1.2%	-1%	3%	0%	2%	-1%	-2%
Cc1ccc(N(C(=O)c2snc(C(N)=O)c2N)C(C(=O)NCC2CCCO2)c2c[nH]c3ccccc23)cc1 (centres undefined)	107%[activator]	-6%	2	1%	-0.7%	-7%	-3%	-34%	0%	3%	-5%
O=C(C1=C[C@H](c2csc3ccccc23)C[C@H](OCc2ccc(CO)cc2)O1)N1CCCCCCC1	-10%	x	x	-13%	x	x	1%	-8%	-1%	x	x
Cc1ccc(-n2cccc2C(=S)N=P(N(C)C)(N(C)C)N(C)C)cc1	u	3%[15.4 µM]	10	-10%	0.3%	-8%	-1%	-81%	-54%[inhibitor]	0%	-11%
CC1Cc2ccccc2N1C(=O)CSCC(=O)O (centres undefined)	1%	12%	x	1%	-0.6%	-3%	-7%	-10%	0%	2%	2%
O=C(CNC(=S)N(CCCN1CCOCC1)Cc1cccs1)NC1CCCCC1	-3%	-6%	2	2%	0.4%	6%	-1%	0%	-6%	0%	3%
Cc1ccc(C(=O)Nc2ccccn2)cc1S(=O)(=O)N1CCOCC1	0%	4%	7	13%	-0.2%	8%	-1%	29%	-5%	2%	-1%
Cc1ccc(-c2noc(CN3CCCCC3)n2)cc1	3%	-5%	2	5%	0.3%	u	-8%	2.5µM*	2%	-7%	13µM*
CC(C)n1cnc2c(NCc3ccccc3)cc(N[C@H](C)CO)cc21	29%	-21%	x	u	-0.1%	-15%	-8%	-62%	-45%[inhibitor]	0%	-11%
Cc1ccc(C(=O)C[n+]2cccc3ccccc32)cc1	0%	12%	3	-6%	0.3%	-1%	20%	14%	20%	3%	-1%
CN(C(=O)c1ccc(F)cc1)c1ccc(OCC(=O)Nc2ccccc2C(=O)O)cc1	6%	6%	x	0%	-0.8%	11%	0%	-20%	-19%	0%	-6%
C#CCOCCOCCOCCNc1nc(N2CCN(C(=O)[C@H](CCC(=O)O)n3cc(C(N)CO)nn3)CC2)nc(N2CCN(C(=O)[C@H](Cc3ccc(O)cc3)n3cc(C(N)[C@H](C)CC)nn3)CC2)n1 (some centres undefined)	9%	0%	1	-5%	-0.6%	5%	-2%	0%	27%	0%	4%
CCCNC1=CC(=O)CC(C)(C)C1	4%	2%	3	-21%	-4.3%	0%	0%	1%	-16%	3%	0%
COc1ccc(S(=O)(=O)CCC(=O)NCCc2ccc(C)cc2)cc1	8%	3%	2	-3%	0.2%	-3%	-6%	4%	7%	2%	1%
